Screening results as filed in PubChem.
AID2073 – inhibitors of Mint1-CaV2.2 protein interaction, biochemical, HTRF (AID 2073) | Voltage-dependent N-type calcium channel subunit alpha-1B (Homo sapiens) | HTRF protein-protein interaction, Mint1-CaV2.2; higher % means a stronger effect | inhibition, % at 20 µM; hits with a dose series show IC50 in µM | actives 0.19% (n = 290,000); in the data active = inhibition mostly above about 51%, no sharp cut-off; note: some results filed as inactive read as strong as hits
GPR55 beta-arrestin – GPR55 agonists via beta-arrestin recruitment, primary screen, imaging, U2OS cells, beta-arrestin-GFP redistribution (AID 1961); G-protein coupled receptor 55 (Homo sapiens); U2OS GPR55 beta-arrestin-GFP redistribution imaging; higher % means a stronger effect; activation, % at 10 µM, or EC50 in µM where a hit was titrated; actives 0.048% (n = 290,000);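 active = activation above 40% with more than 50 cells counted in the well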;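 note: U2OS osteosarcoma cells stably expressing GPR55 and beta-arrestin-GFP; plate controls were DMSO negative control for no effect and LPI positive control for full effect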
M17LAP inhibition – P. falciparum M17LAP inhibitors, primary screen, biochemical, fluorogenic H-Leu-NHMec substrate, 1536-well (AID 1619); recombinant M17LAP, H-Leu-NHMec fluorogenic kinetic assay; higher % means a stronger effect; one-dose inhibition, % at 30 µM; IC50 in µM for titrated hits; actives 0.38% (n = 220,000);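 active = compound inhibiting the enzyme by more than half at any dose during confirmatory dose-response retesting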;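 note: plate controls were full reaction with DMSO carrier for no effect and no enzyme background for full effect; strong numbers were not always called active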
KOR beta-arrestin-1 – KOR agonists, beta-arrestin recruitment, primary screen, cell-based, luminescence, uHTS (AID 1777). KOR beta-arrestin recruitment, luminescence; higher % means a stronger effect. actives 0.02% (n = 280,000). Kappa-type opioid receptor (Homo sapiens). one-dose activation, % at 10 µM; EC50 in µM for titrated hits; in the data active = activation above about 50%, passing the limit was not always enough; note: a part of the inactive calls stands beside numbers as strong as those of hits
M1AAP inhibition – P. falciparum M1AAP inhibitors, biochemical, fluorogenic H-Leu-NHMec substrate, 1536-well (AID 1445); Aminopeptidase N (Plasmodium falciparum (isolate 3D7)); recombinant M1AAP, H-Leu-NHMec fluorogenic kinetic assay; higher % means a stronger effect; inhibition, % at 30 µM, or IC50 in µM where a hit was titrated; actives 0.42% (n = 220,000);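 active = primary inhibition above the hit cutoff, then over 50% inhibition at one or more dose response concentrations, cut at about 23% in these data, passing the limit was not always enough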;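 note: plate controls were DMSO full reaction for no effect and no enzyme background for full effect; strong numbers were not always called active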
KOR beta-arrestin-2 – KOR antagonists, beta-arrestin recruitment, cell-based, luminescence, uHTS (AID 1778). KOR beta-arrestin recruitment, luminescence, antagonist mode; higher % means a stronger effect. actives 0.091% (n = 290,000). inhibition, % at 10 µM; hits with a dose series show IC50 in µM. Kappa-type opioid receptor (Homo sapiens); note: strong numbers were not always called active
Dynein transport – inhibitors of GR-EGFP nuclear translocation, primary screen, dynein cargo transport inhibitor project, imaging, high-content, 3617.4 mouse cells | z-score, hits read low | test concentration mostly 20 µM; stimulated with dexamethasone, 1 µM; active compounds read low | actives 0.47% (n = 220,000);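 active = plate z-score of nuclear minus cytoplasmic receptor signal below a set negative limit, without overly bright fluorescence or cell loss, cut at about -3.5 in these data, passing the limit was not always enough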;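 note: z-score of nuclear minus cytoplasmic ring GR-EGFP intensity difference per well; some compounds called inactive have numbers as strong as hits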
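Schedule: 48 h induction, then 1 h compound, then 30 min agonist, 37 °C. Buffer or medium: tetracycline-free induction medium containing charcoal-stripped FBS. Reagent: 1.0 µM final dexamethasone stimulus. Evaluation: nuclear versus cytoplasmic GR-EGFP signal, averaged per well. Signal: high-content fluorescence imaging after fixation.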
NOD2 inhibition – NOD2 signaling inhibitors, cell-based, luminescence, uHTS, HEK293 (AID 1566). HEK293 NOD2/NF-kB luciferase reporter, luminescence; higher % means a stronger effect. inhibition, % at 4 µM, or EC50 in µM where a hit was titrated. actives 0.63% (n = 290,000); note: many of its hits are not listed in these tables
NOD1 inhibition – NOD1 signaling inhibitors, primary screen, cell-based, luminescence, uHTS (AID 1578). NOD1-driven NF-kB luciferase reporter cells, luminescence; higher % means a stronger effect. one-dose inhibition, % at 4 µM; EC50 in µM for titrated hits. actives 1% (n = 290,000); in the data active = inhibition mostly above about 36%, no sharp cut-off; inactive = mostly below about 34%;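 note: HEK-293T reporter cells stimulated with the NOD1 agonist gamma-tri-DAP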
Dynein transport cytoplasmic EGFP – recorded beside Dynein transport, whose call it bears; z-score; measured here: cytoplasmic GR-EGFP intensity; active compounds read high
Dynein transport nuclear GR-EGFP – second read-out of Dynein transport, no call of its own (marks repeat the call); z-score; measured here: nuclear GR-EGFP intensity;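 lower value marks the stronger effect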
Dynein transport cell count – recorded beside Dynein transport, whose call it bears; z-score; measured here: cell count per field
The depositor's hits bear a star; x = not tested or not shown; [ ] = dose if it differs, or a comment. Cut-off read from the data, not from the text of the source, unless noted: active = inhibition above about 50%; inactive = the rest. This is a subset, so the mix of outcomes need not match the whole.

The opening 2 entries (preview)
SMILES	AID2073	GPR55 beta-arrestin	M17LAP inhibition	KOR beta-arrestin-1	M1AAP inhibition	KOR beta-arrestin-2	Dynein transport	Dynein transport cytoplasmic EGFP	Dynein transport nuclear GR-EGFP	Dynein transport cell count	NOD2 inhibition	NOD1 inhibition
Cc1ccc(C(=O)Nc2sc(C(=O)N(C)C)c(C)c2C#N)cc1	-5.9%	-0.3%	34.3%	4.0%	8.1%	20.0%	2.02	-0.21	0.918	-1.35	8.5%	8.9%
CCCc1[nH]nc2c1C1(C(=O)N(C(C)C)c3ccccc31)C(C#N)=C(N)O2 (centres undefined)	-4.2%	0.6%	-9.2%	-4.7%	-0.2%	4.4%	0.228	-0.285	0.351	-0.454	-2.4%	-16.4%

The whole of this part, from the first entry:
SMILES	AID2073	GPR55 beta-arrestin	M17LAP inhibition	KOR beta-arrestin-1	M1AAP inhibition	KOR beta-arrestin-2	Dynein transport	Dynein transport cytoplasmic EGFP	Dynein transport nuclear GR-EGFP	Dynein transport cell count	NOD2 inhibition	NOD1 inhibition
Cc1ccc(C(=O)Nc2sc(C(=O)N(C)C)c(C)c2C#N)cc1	-5.9%	-0.3%	34.3%	4.0%	8.1%	20.0%	2.02	-0.21	0.918	-1.35	8.5%	8.9%
CCCc1[nH]nc2c1C1(C(=O)N(C(C)C)c3ccccc31)C(C#N)=C(N)O2 (centres undefined)	-4.2%	0.6%	-9.2%	-4.7%	-0.2%	4.4%	0.228	-0.285	0.351	-0.454	-2.4%	-16.4%
O=C(Nc1ccc(O)c2c(=O)cc(-c3ccccc3Cl)oc12)c1cccs1	5.0%	0.0%	-7.8%	0.9%	6.7%	3.4%	-0.705	-0.794	-0.383	0.0505	-4.5%	-9.6%
C=CCNCC(=O)Nc1ccccc1SCC(=O)Nc1ccsc1C(=O)OC	-0.8%	0.2%	-4.0%	-3.1%	3.9%	-29.0%[20 µM]	-0.0799	-0.314	-0.0501	-0.306	-10.2%	-14.6%
CC1=CN2C(=N)/C(=C/c3ccco3)C(=O)N=C2S1	0.1%	0.9%	-5.9%	-1.2%	11.0%	17.7%	-0.259	-0.249	-0.171	0.863	-54.8%	-63.4%
Nc1c(C(=O)Nc2ccc(Cl)cc2)sc2nc(N3CCOCC3)c3c(c12)CCCC3	18.4%	0.3%	x	3.5%	x	-28.2%	x	x	x	x	-34.3%	-53.9%
CCN(CCn1cccn1)C(=O)CCc1nnc(C2(c3ccc(Cl)cc3)CCC2)o1	6.1%	-0.1%	3.2%	x	-0.1%	2.2%[20 µM]	0.0384	-0.172	0.0246	-0.933	-48.0%	-50.1%
CC(C)Cn1c(-c2cc(Br)ccc2F)nc2c1c(=O)[nH]c(=O)n2CC(C)C	7.1%	1.0%	x	12.8%	x	-27.2%	x	x	x	x	-15.3%	14.6%
CN1C/C(=C/c2cccs2)C(=O)/C(=C\c2cccs2)C1	-0.5%	-0.3%	x	-4.5%	x	-3.9%	x	x	x	x	-7.8%	-1.3%
C=CCOc1ccc(/C=N/NC(=O)CN2CCOCC2)cc1OCC	-2.4%	0.6%	15.6%	-3.3%	9.8%	-13.2%	-0.528	-0.14	0.116	0.16	13.2%	-41.3%
COc1ccccc1OCC(=O)N1CCCCCCC1	-15.3%	-0.1%	x	1.2%	x	-7.6%	x	x	x	x	10.2%	-30.4%
O=C(CSc1nnnn1Cc1ccccc1)Nc1cccc(F)c1	-8.2%	-0.2%	x	-1.8%	x	5.1%	x	x	x	x	-5.8%	-13.9%
CCOC(=O)C(=CNc1ccc(N2CCOCC2)cc1)C(=O)OCC	2.2%	-0.2%	21.4%	-5.1%	15.4%	14.9%	1.67	-0.153	0.841	-1.72	2.9%	-9.9%
O=C(c1ccc2c(=O)n(-c3ccccc3)c(=O)[nH]c2c1)N1CCN(c2ccc(F)cc2)CC1	-3.1%	-0.2%	2.8%	-0.4%	8.2%	14.0%	-0.933	0.0345	0.0173	0.533	14.2%	13.0%
Cc1cccc(N2C(=O)CC(N3CCN(c4ccccn4)CC3)C2=O)c1 (centres undefined)	8.3%	0.2%	15.6%	x	8.6%	12.9%[20 µM]	-0.932	-0.257	-0.321	0.7	21.3%	-26.6%
O=C(CCC1CCN(Cc2ccccc2Cl)CC1)NC1CC1	8.9%	-0.3%	x	6.3%	x	-38.9%	x	x	x	x	-5.5%	8.6%
Nc1nnc(CC2=CCCCC2)s1	-2.3%	-0.1%	2.4%	2.3%	-1.6%	-17.7%	-0.543	-0.109	-0.986	1.12	22.1%	x
O=C(NCCO)c1ccc(-c2nnc(N3CCOCC3)c3ccccc23)cc1	16.5%	-0.2%	7.4%	-0.6%	-4.4%	19.4%	-0.521	-0.332	0.0686	0.457	19.5%	21.6%
Cc1ccc(C)c(CN2CCCN(C(=O)Cn3ncc4c3-c3ccccc3OC4)C2)c1	-2.7%	-0.2%	-0.3%	3.9%	3.2%	4.7%	1.61	-0.18	1.21	-0.741	-7.4%	-2.7%
CCn1nnnc1SCC(=O)N1CCOCC1	-3.1%	-0.1%	-0.4%	-2.0%	4.2%	-3.3%	0.82	-0.145	0.476	-0.321	8.8%	2.0%
CCCC[C@@H]1C[C@H]1[C@@H](NC(=O)c1ccco1)c1ccc(Cl)cc1	-0.9%	-0.1%	2.7%	0.0%	0.6%	1.4%	-1.28	-0.235	-0.00392	0.657	-4.1%	-8.9%
Cc1nn(-c2ccccc2)c(N2CCCC2)c1/C=N/NC(=O)c1cc2ccccc2cc1O	47.8%	-0.6%	-2.6%	-5.2%	11.2%	-29.0%	-0.38	-0.208	-0.239	-0.0215	6.3%	40.8%
COc1ccc(Cc2nnc(NC(=O)c3ccc(F)cc3)s2)cc1OC	8.0%	0.2%	x	-3.7%	x	-5.5%[20 µM]	x	x	x	x	25.5%	-15.3%
CN(C)c1ccc(N=C/C=C2/N(C)c3ccccc3C2(C)C)cc1	-5.3%	-0.1%	43.4%	0.6%	11.8%	-13.7%	0.15	1.01	0.355	-0.469	10.0%	-31.5%
Cc1ccccc1Cn1nc(C)c(NC(=O)C2c3ccccc3Oc3ccccc32)c1C	-1.0%	-0.3%	-14.0%	1.8%	0.1%	3.6%	0.725	-0.164	1	-1.79	-0.4%	-24.6%
CCN(CC)S(=O)(=O)c1ccc2[nH]cc(C(=O)NCCc3ccccc3)c(=O)c2c1	3.8%	-0.1%	-3.7%	-0.3%	-1.2%	-22.6%	0.233	-0.0575	0.509	1.7	18.6%	48.0%
CCCCC(=O)Nc1cc(N(C)C)nc2ccccc12	11.4%	-0.2%	10.2%	1.1%	1.3%	-19.3%	2.16	0.162	1.6	-2.55	7.9%	-2.2%
Cc1ccc(NC(=O)COC(=O)c2ccc3c(c2)NC(=O)C2CCCN32)cc1C (centres undefined)	44.7%	-0.1%	10.2%	-0.7%	14.5%	-3.0%	-0.524	0.384	-0.0458	0.307	0.7%	42.8%
c1ccc(Nc2nc(N3CCCCC3)nc(N3CCNCC3)n2)cc1	1.4%	-0.1%	-0.8%	1.9%	1.6%	-49.7%	0.222	-0.337	-0.0632	0.782	4.7%	-15.4%
COc1ccc2c(c1)[nH]c1c(=O)n(CCN(C)C)cnc12	-3.6%	-0.1%	-1.8%	0.6%	-2.3%	-7.1%	-1.33	0.0594	-0.407	0.292	-2.1%	-6.1%
COc1cccc(=O)c2c(C)oc(C)c12	-3.6%	0.7%	7.0%	5.5%	3.4%	16.6%	2.71	-0.151	2.92	-1.96	-0.8%	-6.9%
CC1c2ccccc2N(NC(=O)Cc2ccccc2)C1C (centres undefined)	3.5%	-0.2%	10.5%	9.1%	2.5%	x	-0.0606	-0.263	-0.111	0.416	0.9%	3.9%
Cc1ccc(C#N)c(SCc2cc3c(cc2Cl)OCO3)n1	-0.5%	0.2%	4.5%	-1.0%	3.8%	11.7%	-0.402	-0.184	0.0155	0.814	-15.0%	-48.9%
CN(CCC#N)C(=O)COC(=O)c1ccc2c(=O)n3c(nc2c1)CCC3	-6.1%	-0.4%	20.3%	-4.6%	-8.0%	-4.9%	-0.257	-0.214	-0.445	0.0572	4.5%	-14.9%
Cc1ccc(N(C)S(=O)(=O)c2ccc3c(c2)NC(=O)C(C)S3)cc1 (centres undefined)	5.9%	0.0%	x	2.5%	x	-43.2%	x	x	x	x	25.6%	32.9%
O=C(CC(=O)NN=C1CCCC1)NCCc1ccccc1	-0.6%	-0.1%	-0.7%	1.5%	4.1%	5.6%	-0.63	-0.169	0.294	0.865	16.8%	9.0%
O=C(CNC(c1ccccc1)c1ccccc1)Nc1ccccc1-c1ccccc1	0.2%	0.7%	3.0%	0.7%	10.2%	10.4%	-0.654	-0.225	-0.533	0.358	-9.5%	-1.7%
CCCc1cc(=O)c2ccc(OCC(C)=O)cc2o1	31.3%	0.3%	-3.9%	5.9%	-0.9%	3.7%	2.32	-0.248	1.29	-0.867	-5.3%	-9.6%
Cc1noc(NS(=O)(=O)c2ccc(NC(=O)/C=C/c3ccc(C(C)C)cc3)cc2)c1C	6.9%	-0.2%	x	6.5%	x	-56.7%	x	x	x	x	7.4%	-6.5%
CCC(=O)Nc1ccc(-c2nc3ccccc3c(=O)o2)cc1	17.4%	0.1%	5.4%	-3.8%	2.5%	15.9%	0.197	-0.175	0.0498	-0.447	12.5%	-24.6%
CCOP(=O)(O)c1cccc(OCCOCCOc2cccc(P(=O)(O)OCC)c2)c1	2.7%	-0.2%	11.0%	-3.1%	-1.1%	-24.1%	0.833	-0.0226	0.46	-0.706	-0.6%	-27.1%
O=C(NCc1ccccn1)c1ccc(Cl)c(S(=O)(=O)Nc2ccccc2C(=O)NCc2ccccn2)c1	8.3%	0.3%	-395.7%	-2.5%	9.8%	-23.3%	0.48	-0.271	0.132	0.105	6.3%	-20.0%
COc1ccccc1OCCn1cc(/C=N/n2cnnc2)c2ccccc21	11.1%	-0.2%	8.0%	4.1%	6.3%	x	-0.642	-0.344	-0.723	1.04	16.3%	-24.2%
O=C(c1sc2ccccc2c1Cl)N(Cc1ccco1)C1CCS(=O)(=O)C1 (centres undefined)	14.6%	-0.3%	3.4%	-3.0%	10.7%	-33.7%	-0.336	-0.199	-0.127	0.63	-2.1%	-6.4%
COC(=O)c1nnn(Cc2ccccc2)c1N	12.3%	-0.3%	8.0%	2.0%	-6.3%	-17.9%	-0.347	-0.467	-0.325	1.41	9.5%	x
